# Assay outcomes as filed in PubChem.
# LYPLA2 counter = counter-screen for PME1 inhibitors: inhibitors of human LYPLA2; AID 2177; inhibition, % at 5.9 µM; recombinant LYPLA2, FP-Rh probe fluorescence polarization; 320,000 tested, 0.38% active; O95372;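 active means inhibition above the screen-wide mean plus 3 SD, limit set per campaign, cut at about 26% in these data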;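 further: 0% = LYPLA2 with DMSO and 100% = wells lacking LYPLA2 enzyme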
# Target sequence (O95372 whole entry, looked up): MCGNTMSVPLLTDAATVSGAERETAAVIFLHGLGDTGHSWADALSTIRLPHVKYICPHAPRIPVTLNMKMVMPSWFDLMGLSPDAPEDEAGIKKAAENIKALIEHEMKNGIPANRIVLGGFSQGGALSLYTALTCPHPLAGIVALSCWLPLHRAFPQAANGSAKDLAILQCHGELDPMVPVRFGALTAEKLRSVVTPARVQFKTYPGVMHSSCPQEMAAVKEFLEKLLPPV
# PREPL inh = inhibitors of human prolyl oligopeptidase-like enzyme PREPL | Q4J6C6 | recombinant PREPL, fluorescence polarization activity-based probe | inhibition, % at 5.96 µM | AID 2751 | 320,000 tested, 0.68% active; in the data active means inhibition above about 43%;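 further: 0% = enzyme with DMSO and 100% = wells lacking enzyme; many of its hits are not listed in these tables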
# PAFAH1B2 inh = blocks human PAF acetylhydrolase 1b catalytic subunit 2; AID 492953; recombinant PAFAH1B2, FP-rhodamine activity probe, fluorescence polarization; P68402; 340,000 tested, 1.2% active; inhibition, % at 3.39 µM;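 active means inhibition above the mean of all tested compounds plus 3 SD, cut at about 24% in these data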;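 further: 0% = enzyme with DMSO and 100% = wells lacking PAFAH1B2; many of its hits are not listed in these tables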
# LYPLA1 inh = counter-screen for PME1 inhibitors: inhibitors of human LYPLA1; O75608; recombinant LYPLA1, FP-Rh probe fluorescence polarization; inhibition, % at 5.9 µM; 320,000 tested, 0.16% active;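 active means inhibition above the mean of all tested compounds plus 3 SD, set per campaign, cut at about 14% in these data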;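 further: inhibitors block serine hydrolase probe labeling of LYPLA1 so polarization falls; 0% = enzyme with DMSO and 100% = wells lacking LYPLA1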
# EBNA-1 inhibitor = blocks EBNA-1 binding to DNA | EBNA-1 DNA binding, fluorescence polarization | inhibition, % at 14.8 µM | 300,000 tested, 0.34% active; in the data active means inhibition above about 28%
# PAFAH2 inh = PAFAH2 (human) inhibition | Q99487 | recombinant PAFAH2, FP-rhodamine activity probe, fluorescence polarization | inhibition, % at 3.39 µM | 340,000 tested, 0.99% active | AID 492956;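 active means inhibition above the mean over all tested compounds plus 3 SD, cut at about 30% in these data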;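 further: inhibitors block probe labeling of enzyme so polarization drops; 0% = enzyme with DMSO and 100% = wells lacking PAFAH2 protein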
# PAFAH1B3 inh = PAFAH1B3 (human) inhibition | Q15102 | recombinant PAFAH1B3, FP-rhodamine probe, fluorescence polarization | inhibition, % at 3.39 µM | 340,000 tested, 0.28% active | AID 492972;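 active means inhibition above the screen-wide average of all tested compounds plus 3 SD, cut at about 25% in these data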;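 further: 0% = enzyme with DMSO only and 100% = wells lacking PAFAH1B3 protein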
# Target sequence (Q15102 whole entry, looked up): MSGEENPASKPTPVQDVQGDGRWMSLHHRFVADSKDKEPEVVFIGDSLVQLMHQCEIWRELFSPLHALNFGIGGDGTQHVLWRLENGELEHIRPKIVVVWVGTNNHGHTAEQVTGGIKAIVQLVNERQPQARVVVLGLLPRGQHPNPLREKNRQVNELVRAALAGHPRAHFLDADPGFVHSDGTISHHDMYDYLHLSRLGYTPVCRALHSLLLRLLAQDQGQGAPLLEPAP
# pPAFAH FP inh = inhibitors of human plasma PAF acetylhydrolase (pPAFAH). Q13093. inhibition, % at 3.39 µM. AID 463082. recombinant pPAFAH, FP-rhodamine probe fluorescence polarization. 330,000 tested, 1.5% active;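 active means inhibition above the mean inhibition across the screen plus 3 SD, cut at about 25% in these data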;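 further: inhibitors block binding of the rhodamine activity-based probe so polarization drops; 0% = enzyme with DMSO and 100% = wells lacking pPAFAH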
# Target sequence (Q13093 whole entry, looked up): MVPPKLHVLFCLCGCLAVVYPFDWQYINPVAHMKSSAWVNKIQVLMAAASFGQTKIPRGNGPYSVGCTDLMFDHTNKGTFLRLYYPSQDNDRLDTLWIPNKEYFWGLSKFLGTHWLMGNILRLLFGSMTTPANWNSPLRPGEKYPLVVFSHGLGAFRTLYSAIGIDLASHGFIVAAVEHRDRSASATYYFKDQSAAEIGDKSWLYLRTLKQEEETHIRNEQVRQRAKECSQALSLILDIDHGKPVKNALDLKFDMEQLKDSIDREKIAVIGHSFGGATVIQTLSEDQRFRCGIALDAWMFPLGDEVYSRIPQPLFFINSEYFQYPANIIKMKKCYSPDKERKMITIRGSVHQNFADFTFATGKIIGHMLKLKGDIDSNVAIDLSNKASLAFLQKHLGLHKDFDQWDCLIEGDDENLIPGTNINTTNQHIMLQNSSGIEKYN
# ZTA counter = blocks Epstein-Barr virus ZTA, an EBNA-1 counter-screen. ZTA-DNA binding, fluorescence polarization. inhibition, % at 11 µM. 320,000 tested, 0.15% active; in the data active means inhibition above about 33%
# An asterisk follows results filed as active; x = no result given.
mol	LYPLA2 counter	PREPL inh	PAFAH1B2 inh	LYPLA1 inh	EBNA-1 inhibitor	PAFAH2 inh	PAFAH1B3 inh	pPAFAH FP inh	ZTA counter
O=C(CCn1nnc(-c2cccs2)n1)NC1CCCCC1	4	17	2	-1	8	-4	7	-3	10
CN(C)C=NC(=O)c1cc(C(=O)c2ccc(Cl)cc2)c[nH]1	2	4	5	-5	-6	0	9	-4	-10
CCOC(=O)c1oc2c(CN3CCCCC3C)c(O)ccc2c(=O)c1-c1ccc(OC)c(OC)c1 (stereo unspecified)	4	3	4	-2	-16	-9	5	7	-3
CC1=C(C(=O)N2CCOCC2)C(c2ccccc2F)NC(=O)N1 (stereo unspecified)	3	5	2	0	0	8	-3	11	-15
CN(CCc1ccccc1)C(=O)c1cccc(NC(=O)Cc2ccc([N+](=O)[O-])cc2)c1	x	21	12	x	x	5	13	5	x
CC(C)c1nnc(NC(=O)CCC2CCCCC2)s1	2	4	-2	0	-12	5	3	4	5
COC(=O)c1c(C)oc(C)c1S(=O)(=O)N(Cc1ccccc1)C(C)C	-2	-9	x	-3	4	x	x	0	8
O=C(CSc1ccccc1)N1CCc2ccccc21	7	8	1	4	-5	1	1	11	-9

# 3 entries from above, ordered by length of the SMILES, rising:
mol	LYPLA2 counter	PREPL inh	PAFAH1B2 inh	LYPLA1 inh	EBNA-1 inhibitor	PAFAH2 inh	PAFAH1B3 inh	pPAFAH FP inh	ZTA counter
CC(C)c1nnc(NC(=O)CCC2CCCCC2)s1	2	4	-2	0	-12	5	3	4	5
CN(C)C=NC(=O)c1cc(C(=O)c2ccc(Cl)cc2)c[nH]1	2	4	5	-5	-6	0	9	-4	-10
COC(=O)c1c(C)oc(C)c1S(=O)(=O)N(Cc1ccccc1)C(C)C	-2	-9	x	-3	4	x	x	0	8

# (next part)
mol	LYPLA2 counter	PREPL inh	PAFAH1B2 inh	LYPLA1 inh	EBNA-1 inhibitor	PAFAH2 inh	PAFAH1B3 inh	pPAFAH FP inh	ZTA counter
O=C(NCC(c1ccco1)N1CCc2ccccc2C1)c1ccccc1 (stereo unspecified)	4	-8	7	0	6	4	4	4	2
Cc1[nH]c2ccc(C(=O)NCC(C)(C)N3CCOCC3)cc2c1C	4	-4	2	-1	6	5	4	-1	5
O=C(c1ccco1)N1CCN(Cc2cc(=O)c(OCc3ccccc3Cl)co2)CC1	10	4	1	1	7	-4	1	4	-3
O=S(=O)(Nc1ncccn1)c1ccc(NC(=S)Nc2ccc(Cl)cc2)cc1	-3	6	1	-4	2	-5	-8	0	-12
Cc1nc(SCC(=O)c2cc3ccccc3oc2=O)c(C#N)c(-c2cccs2)c1C(=O)Nc1ccccc1	-12	5	-3	-6	-5	-2	1	6	2
NC(=O)Cn1nc([N+](=O)[O-])nc1Oc1ccc(Br)cc1	-3	-2	-3	-2	5	5	2	0	-2
CCc1nnc(NC(=O)C(=O)NCCOC(=O)c2ccccc2Cl)s1	-2	-3	3	-1	21	7	9	1	5
CC12CN3CCN(CC(C3)/C1=N/N=C/c1cccc([N+](=O)[O-])c1)C2	3	1	2	2	-3	4	4	2	-7
Cc1ccc(-c2nn3c(C)nnc3s2)cc1NC(=O)c1ccc(OC(C)C)cc1	-1	-6	0	2	14	3	4	2	3
COc1ccc(N2CCN(C(=O)C3CCCN(S(=O)(=O)c4cccc5cccnc45)C3)CC2)cc1 (stereo unspecified)	-3	13	10	2	-1	9	4	1	-6
CN(Cc1ccccc1)C(=O)CCc1ccccc1	1	9	-6	-3	-8	-1	8	-5	2
Oc1ccc(-c2[nH]nc(-c3ccccc3)c2-c2nc3ccccc3[nH]2)cc1	7	-1	0	-1	9	-5	8	0	5
CC1(C)Cc2cccc(OCC(=O)OCc3nnc(-c4ccc([N+](=O)[O-])cc4)o3)c2O1	11	6	-1	5	x	3	-4	6	-1
Cn1cc(CNCc2ccc(OC(F)(F)F)cc2)c(-c2ccc3c(c2)OCCO3)n1	1	7	9	-5	-3	1	5	2	-21
O=C(c1ccc(CN2CCc3ccccc3C2)cc1)N1CCc2ccccc2C1	3	4	2	-1	38*	1	6	2	2
O=C(COc1ccc(Cl)cc1)OCc1csc(Nc2ccccc2)n1	8	-1	5	1	0	-4	0	16	10
COc1cc2c(cc1OC)CN(CCC(=O)c1ccc(Br)cc1)CC2	4	-4	15	3	-12	-3	33*	4	7
CCOC(=O)c1sc(NC(C)=O)cc1C	-2	-2	1	4	4	-8	1	2	-1
CCOc1ccc2oc(C(=O)OC(C(=O)NC(N)=O)C(C)C)c(C)c2c1 (stereo unspecified)	3	-4	-4	0	-15	6	-2	8	-1
Cc1ccc(C)c(NC(=O)CN2C(=O)c3ccccc3C2=O)c1	2	20	x	0	-4	x	x	-3	-10
Cc1cc(C)cc(NS(=O)(=O)c2ccc3oc(=O)ccc3c2)c1	5	13	-3	1	2	7	6	5	-9
Fc1cnc(N2CCOCC2)nc1N1CCc2ccccc21	20	22	5	0	-7	2	5	2	8
COc1ccc(Cn2nnnc2CN2CCC(O)(c3ccccc3F)CC2)cc1	-7	1	2	-1	-7	2	3	-5	-5
COC(=O)c1cccc2c1NC(=O)C2=O	-3	4	5	4	-6	2	9	1	0
COc1cccc(/C=N/NC(=O)c2cccs2)c1	2	16	6	0	1	2	5	-1	-7
COc1ccc(NC(=O)Nc2ccncc2)c(OC)c1	-1	11	1	4	-9	-1	7	1	-15
CC(C)(C)c1ccc(C(=O)Nc2cccc(S(=O)(=O)NC3=NCCC3)c2)cc1	-1	1	6	-5	x	5	3	6	-10
O=C(CC1C(=O)NCCN1C(=S)Nc1ccccc1)Nc1ccc(F)cc1 (stereo unspecified)	13	12	4	0	-4	-6	6	1	-4
CC(C)(C)c1nc(S(=O)(=O)c2ccc(Cl)cc2)c(N2CCOCC2)o1	9	17	-3	-2	2	-4	-2	6	1
CCN1CCN(C(=O)C2CCN(C(=O)c3cc4sccc4n3CC)CC2)CC1	-1	12	2	-3	-5	0	1	2	-6
Cc1ccc(S(=O)(=O)N2CCC(C(=O)NCC3CCCO3)CC2)cc1 (stereo unspecified)	-7	-7	6	-3	5	-4	8	-2	-10
O=C(Nc1ccc(Br)c(Br)c1)C1CCCO1 (stereo unspecified)	3	-4	x	1	8	x	x	-2	-5
CCN1CCN(CC(O)COCCOc2ccc(Br)cc2)CC1 (stereo unspecified)	-3	19	3	2	2	-1	9	1	11
Cc1c(C(=O)Oc2ccc(-c3cnc4ccccc4n3)cc2)cccc1[N+](=O)[O-]	2	18	-6	2	4	-2	-1	5	-8
O=C(NCCCNC(=O)c1ccc(-c2cccc(Cl)c2)o1)c1cnccn1	1	8	-2	-5	-11	5	6	-2	1
CCC(CC)NC(=O)c1nn(Cc2ccccc2)c(=O)c2ccccc12	-1	-4	1	-2	0	-7	8	4	7
O=C(CCCn1c(=S)[nH]c2cc3c(cc2c1=O)OCO3)N1CCN(c2ccccc2)CC1	6	-81	8	-3	4	-4	6	2	-3
COc1ccc(C(=O)Nc2nncs2)cc1S(=O)(=O)N1CCOCC1	2	-2	7	8	-1	-3	0	2	-13
CCC(C)NC(=O)CSc1nc2ccccc2c(=O)n1-c1c(C)n(C)n(-c2ccccc2)c1=O (stereo unspecified)	0	-1	3	0	4	3	6	3	9
CS(=O)(=O)N(CC(=O)Nc1ccccc1)c1cccc(Cl)c1Cl	-5	-10	-2	-4	5	4	-12	-2	10
O=C(CSc1ccc(-c2ccco2)nn1)NC1CCCCC1	-3	-7	-1	-4	1	5	-2	3	14
Cc1cccc(C)c1NC(=O)NCc1ccco1	9	-10	1	3	-8	2	0	6	-7
O=C(Nc1ccc(Cl)cn1)c1ccc(COc2ccccc2Br)o1	-8	-15	2	-6	7	-5	4	1	-2
O=C(Nc1cccc(Cl)c1)c1cnc[nH]1	-8	2	6	-1	-2	-8	8	-2	12
NC(=O)NC(c1ccc(Cl)cc1)c1ccccc1Cl (stereo unspecified)	0	-12	6	-1	0	5	3	0	-12
CCn1ncc(CN2CCN(C(=O)Nc3ccccc3C(=O)OC)CC2)c1C	10	-1	2	1	1	-3	8	-7	4
O=C(CN1CCN(C(c2ccccc2)c2ccccc2)CC1)Nc1ccc(N2CCOCC2)cc1	2	11	6	-1	-5	6	3	2	1
CCOc1ccc(S(=O)(=O)NCCCN2CCOCC2)c2ccccc12	-3	-19	3	-2	-1	3	0	5	-10
Cc1cc(C)n(C(=O)c2sc3cc(F)ccc3c2Cl)n1	-4	9	x	-1	8	x	x	5	2
Cc1ccc(N=C/C(C(=O)C(F)(F)F)=C(\O)c2ccco2)cc1Cl	-1	17	-2	-1	4	-4	14	2	6
O=C(CN(CCc1ccccc1)Cc1ccccc1)Oc1ccccc1P(=O)(O)O	-4	-5	-2	-1	10	8	2	4	7
CSc1ccc(C(=O)C2CCCN(C(=O)c3ccc(C)nc3)C2)cc1 (stereo unspecified)	5	6	0	-4	-11	4	3	5	-2
O=C(/C=C/c1ccccc1[N+](=O)[O-])Nc1cccc(S(=O)(=O)NC2=NCCCCC2)c1	x	34	-1	x	x	0	9	7	x
Cn1c(O)c(N=NC(=O)c2ccco2)c2ccccc21	-2	-3	-4	0	9	5	6	2	13
OC(c1cc(-c2ccc(C(F)(F)F)cc2)nc(C(F)(F)F)c1)C1CCCCN1 (stereo unspecified)	-1	-119	4	1	7	-1	15	12	12
COc1ccc(OC)c(-c2nn(-c3ccccc3)cc2C(=O)N2CCc3ccccc3C2)c1	-8	10	-4	-2	x	3	2	9	-23

# New compounds follow
mol	LYPLA2 counter	PREPL inh	PAFAH1B2 inh	LYPLA1 inh	EBNA-1 inhibitor	PAFAH2 inh	PAFAH1B3 inh	pPAFAH FP inh	ZTA counter
CCOc1ccc(NC(=O)C23CC4CC(C2)CC(c2ccccc2)(C4)C3)cc1	-5	5	27*	-9	-8	5	8	4	-1
COc1ccccc1NC(=O)C1CCCN(c2ncnc3c2nc2n3CCCCC2)C1 (stereo unspecified)	0	11	-6	-1	-6	6	5	2	-13
CC(=O)c1ccccc1NS(=O)(=O)c1ccc2c(c1)CC(=O)N2	2	18	0	-1	x	5	0	0	-16
Cc1sc(NC(=O)/C=C/c2ccc(C(C)C)cc2)c(C#N)c1C	12	17	-3	1	10	-6	-3	0	-4
CCCN(C(=O)COC(=O)COc1c(C)cccc1C)c1c(N)n(Cc2ccccc2)c(=O)[nH]c1=O	2	4	2	-2	-6	10	0	7	9
CCOC(=O)c1c(C)oc2ccc(OS(C)(=O)=O)cc12	4	0	4	2	-10	-3	9	0	-6
COC(=O)C1=C(C)NC(=S)NC1c1ccc(-c2cc(Cl)ccc2Cl)o1 (stereo unspecified)	-21	-24	1	-14	9	-8	-4	-3	21
CCCOc1c(Br)cc(C2C3=C(CCCC3=O)N(C)C3=C2C(=O)CCC3)cc1OC	4	0	-2	-1	5	-2	-2	5	7
Cc1cc(C)c2c(n1)sc1c(O)cc(=O)[nH]c12	-2	-6	0	-4	-6	21	-4	2	1
Cc1cn(COC/C=C/c2ccccc2)c(=O)[nH]c1=O	3	8	-8	-2	-6	-4	4	-5	-7
O=C(NCCN1CCN(c2ccccc2)CC1)C1CCN(S(=O)(=O)c2cccc3nonc23)CC1	-2	11	3	-1	1	0	2	-2	10
COc1ccc(CNCC(O)COCc2cccs2)cc1 (stereo unspecified)	0	1	5	7	-12	2	5	-4	-7
CCN(CC)CCn1c2c(c(SCC(=O)Nc3ccc(C)c(F)c3)nc1=O)CCC2	3	33	2	1	10	-4	5	3	-6
O=C(c1cc([N+](=O)[O-])ccc1Cl)N1CCN(Cc2ccc3c(c2)OCO3)CC1	1	22	-3	-1	-9	-8	3	2	-2
CN1CCCC(OC(=O)c2cccc(S(=O)(=O)N3CCCCCC3)c2)C1 (stereo unspecified)	6	-10	1	0	-2	4	3	0	-13

# Some of the compounds tested, so the mix of outcomes need not match the whole.
